# D2 antagonist: antagonizes the human D2 dopamine receptor; HEK293 TREx D2 cells, calcium flux, dopamine EC80; inhibition, % at 10 µM; 340,000 tested, 2% active; AID 485344; in the data active means inhibition above about 30%; further: 0% is about no effect
#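 Dopamine at EC80 is the agonist stimulus; test compounds precede it by 180 s. Calcium flux read kinetically in a force-coupled, inducible HEK293 T-REx D2 cell line.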
# D2 ag: D2 dopamine receptor (human) agonism. activation, % at 2 µM. AID 485358. 340,000 tested, 0.53% active. HEK293 T-REx D2 cells, calcium flux agonist mode;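 active means activation over 3 SD above normal in the single-dose calcium agonist read, cut at about 30% in these data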; further: 0% is about no effect
#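 Agonism scored from kinetic calcium signal (1 read/sec, 180 s) following compound pin transfer, after a 10 s baseline. Cells: HEK293 Trex line expressing inducible D2 receptor coupled to calcium, dye-loaded after overnight culture at 30 C.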
# RXFP1 antagonist: antagonists of human relaxin receptor RXFP1; HEK293-RXFP1, relaxin-stimulated cAMP HTRF, 30 min; active compounds read low; 350,000 tested, 0.59% active; AID 1259400; Q9HBX9; activity change, negative = inhibition, % at 57.5 µM;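 active means activity change of -60% or lower, but not beyond a set lower limit; inconclusive means change between -60% and -40%, or beyond the set limit; inactive means change above -40%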; further: on the % scale 0 is the no-effect control and ±100 the full control effect
# TRHR PAM: allosterically enhances the human TRH receptor; enhancement, % at 2 µM; TRHR cells, fluo-8 calcium fluorescence, EC20 TRH enhancement; 360,000 tested, 0.66% active; P34981; in the data active means enhancement above about 30%; further: 0% is about no effect
# Target sequence (P34981 whole entry, looked up): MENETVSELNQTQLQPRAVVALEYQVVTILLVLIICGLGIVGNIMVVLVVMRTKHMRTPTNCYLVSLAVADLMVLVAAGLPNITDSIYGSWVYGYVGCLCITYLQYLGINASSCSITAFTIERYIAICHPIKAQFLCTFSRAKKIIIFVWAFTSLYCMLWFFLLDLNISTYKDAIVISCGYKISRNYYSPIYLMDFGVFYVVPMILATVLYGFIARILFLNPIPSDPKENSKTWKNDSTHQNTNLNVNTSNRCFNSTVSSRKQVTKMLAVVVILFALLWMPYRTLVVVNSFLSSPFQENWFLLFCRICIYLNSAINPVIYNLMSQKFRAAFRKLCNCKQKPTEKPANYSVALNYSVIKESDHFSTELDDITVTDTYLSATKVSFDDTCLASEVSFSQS
#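 TRHR-expressing cells loaded with fluo-8 calcium dye were read kinetically (ex 480/em 530) during compound addition, then stimulated with an EC20 of TRH (10 nM final). Enhancement of the Gq-mediated intracellular calcium response was scored.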
# D2 PAM: positively modulates the human D2 dopamine receptor allosterically. P14416. HEK293 T-REx D2, calcium flux, EC20 dopamine potentiation. potentiation, % at 10 µM. 340,000 tested, 0.34% active;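 active means potentiation over 3 SD above the plate norm, cut at about 30% in these data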; further: 0% is about no effect
#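 Using a no-wash calcium dye in inducible, force-coupled HEK293 Trex cells expressing D2, we tracked fluorescence each second for 180 s after compound, then for 180 s after EC20 dopamine to detect augmented signalling.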
# D1 PAM: potentiators of human D1 dopamine receptor; 360,000 tested, 0.036% active; P21728; HEK293 TREx D1 cells, calcium flux, dopamine EC20 potentiation; potentiation, % at 10 µM; in the data active means potentiation above about 30%; further: 0% is about no effect
# Target sequence (P21728 whole entry, looked up): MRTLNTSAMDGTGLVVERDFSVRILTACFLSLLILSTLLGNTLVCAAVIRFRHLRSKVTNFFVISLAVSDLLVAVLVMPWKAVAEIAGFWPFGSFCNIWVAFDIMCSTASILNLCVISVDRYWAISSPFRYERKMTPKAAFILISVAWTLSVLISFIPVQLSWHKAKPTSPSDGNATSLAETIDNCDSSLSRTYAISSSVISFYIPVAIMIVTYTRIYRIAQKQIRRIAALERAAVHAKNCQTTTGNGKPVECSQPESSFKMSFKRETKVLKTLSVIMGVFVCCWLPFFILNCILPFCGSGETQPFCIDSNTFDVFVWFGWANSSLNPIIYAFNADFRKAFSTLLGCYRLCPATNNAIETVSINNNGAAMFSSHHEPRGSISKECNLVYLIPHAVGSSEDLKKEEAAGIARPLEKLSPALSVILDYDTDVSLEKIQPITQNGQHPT
# D1 ag: agonists of human D1 dopamine receptor; 360,000 tested, 1% active; activation, % at 2 µM; HEK293 T-REx D1 cells, calcium flux, agonist mode; P21728; in the data active means activation above about 30%; further: 0% is about no effect
#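 Agonism was scored from calcium flux recorded over 180 s (1 read/s) after pintool compound addition, following a 10-cycle baseline. Cells were inducible force-coupled HEK293 TREx D1, plated overnight at 30 C and loaded with no-wash calcium dye.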
# D1 antagonist: antagonists of human D1 dopamine receptor. HEK293 TREx D1 cells, calcium flux, dopamine EC80; active compounds read low. activity change, negative = inhibition, % at 10 µM. 360,000 tested, 3.2% active. AID 504652; in the data active means activity change below about -30%; further: on the % scale 0 is the no-effect control and ±100 the full control effect
#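 Using tetracycline-induced force-coupled D1 Hek293 cells and a calcium dye, signals were followed for 180 s after compound, then for 180 s after EC80 dopamine, to detect inhibitors.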
# RXFP1 agonist: activates the human relaxin receptor RXFP1; HEK293T-RXFP1 cAMP TR-FRET, 30 min; response scale: percent of porcine relaxin response, buffer zero; Potency, µM (titrated, usually from 57.5 µM), without a hit: top-dose activation, actives largely listed as activators; 370,000 tested, 0.3% active; Q9HBX9; active means well fitted activation curve with a large enough effect; inconclusive means small, poorly fitted or top-dose-only effect; further: potency means the concentration at half of the fitted maximal effect; on the % scale 0 is the no-effect control and ±100 the full control effect; nearly all actives have a fitted effect of over 60% in size; many of its hits are not listed in these tables
#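 HEK293T cells stably expressing RXFP1 were pretreated with the PDE4 inhibitor Ro 20174, exposed to compounds for 30 min at 37C, lysed, and cAMP was read by TR-FRET. Data normalized to buffer (basal) and 29 nM porcine relaxin (100%).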
# Active calls of the source: *; ? = inconclusive; nt = not tested or not shown; & = joins results of further samples; ! = repeats disagree.
SMILES,D2 antagonist,D2 ag,RXFP1 antagonist,TRHR PAM,D2 PAM,D1 PAM,D1 ag,D1 antagonist,RXFP1 agonist
COc1ccc(CCNC(=O)c2ccc(Cl)c(S(=O)(=O)N3CCCC3)c2)cc1,-4,0.7,4,1,0,-1,8,-50*,2.5%
Cn1c(SCC(=O)NNC(=O)c2ccccc2Br)nnc1C(F)(F)F,nt,nt,-12,-3,nt,2,3,-8,-0.1%
NS(=O)(=O)c1ccc(CCNC(=O)CCNS(=O)(=O)c2ccccc2C(F)(F)F)cc1,-14,0.8,2,-2,-3,2,0,-17,-2.4%
Cc1ccc(SCC(=O)c2sc(-c3ccccc3)nc2C)cc1,2,1.6,-13,-3,11,-4,7,-10,1.4%
COc1cc(C(=O)OCn2nnc3ccccc3c2=O)cc(OC)c1OC,-11,-1.0,2,6,7,5,5,9,4.1%
CCc1ccc(-c2nc(CSCC(=O)NCc3ccc(C)cc3)c(C)o2)cc1,nt,-0.2,-16,2,1,2,12,6,-1.2%
CCOc1ccccc1NC(=O)N1CCC(c2nc3ccccc3[nH]2)CC1,15,0.5,-9,-4,-6,-5,-1,9,1.1%
Cn1nnnc1N=N/C(=N/Nc1ccccc1)c1ccccc1,-11,0.5,?,1,1,3,0,4,-4.3%
Cc1ccc(Cn2nc(C)c(NC(=O)c3cc(C)no3)c2C)cc1,-25,0.4,nt,-2,21,nt,2,-78*,-0.3%
CCNC(=S)Nc1ccc(Cl)c(C(F)(F)F)c1,1,1.4,-11,-2,6,-6,20,-32*,5.6%
NS(=O)(=O)c1ccc(CCNC(=O)CNC(=O)c2ccc(F)cc2)cc1,nt,nt,-1,1,14,0,2,-1,-2.0%
COc1ccc(NS(=O)(=O)c2cc(NS(=O)(=O)c3cccs3)ccc2C)cc1,-7,-0.1,-6,-4,2,3,3,5,-1.8%

# Seven records picked at random from those above:
SMILES,D2 antagonist,D2 ag,RXFP1 antagonist,TRHR PAM,D2 PAM,D1 PAM,D1 ag,D1 antagonist,RXFP1 agonist
Cc1ccc(Cn2nc(C)c(NC(=O)c3cc(C)no3)c2C)cc1,-25,0.4,nt,-2,21,nt,2,-78*,-0.3%
CCNC(=S)Nc1ccc(Cl)c(C(F)(F)F)c1,1,1.4,-11,-2,6,-6,20,-32*,5.6%
CCc1ccc(-c2nc(CSCC(=O)NCc3ccc(C)cc3)c(C)o2)cc1,nt,-0.2,-16,2,1,2,12,6,-1.2%
NS(=O)(=O)c1ccc(CCNC(=O)CNC(=O)c2ccc(F)cc2)cc1,nt,nt,-1,1,14,0,2,-1,-2.0%
NS(=O)(=O)c1ccc(CCNC(=O)CCNS(=O)(=O)c2ccccc2C(F)(F)F)cc1,-14,0.8,2,-2,-3,2,0,-17,-2.4%
Cc1ccc(SCC(=O)c2sc(-c3ccccc3)nc2C)cc1,2,1.6,-13,-3,11,-4,7,-10,1.4%
COc1ccc(CCNC(=O)c2ccc(Cl)c(S(=O)(=O)N3CCCC3)c2)cc1,-4,0.7,4,1,0,-1,8,-50*,2.5%

# The list goes on:
SMILES,D2 antagonist,D2 ag,RXFP1 antagonist,TRHR PAM,D2 PAM,D1 PAM,D1 ag,D1 antagonist,RXFP1 agonist
O=C(NC1CCCc2ccccc21)C1CCN(c2nnc(-n3cccc3)s2)CC1 (configuration not stated),1,-0.1,nt,14,13,-11,1,-2,0.3%
Cc1cc(C)c(NC(=O)CSc2ccc(-c3sc(-c4ccccc4)nc3C)nn2)c(C)c1,nt,0.5,-11,12,nt,-3,0,8,16%
FC(F)Sc1ccc(NC(=S)N2CCN(c3ccccn3)CC2)cc1,-14,31*,-16,-2,1,-6,11,-34*,-1.6%
Cc1ccc(C)c(Nc2nc(N)c3ccccc3n2)c1,-20,-1.6,0,4,-7,-15,1,-11,3.4%
CCOC(=O)Cn1c(=O)oc2cc(S(=O)(=O)N(C)Cc3ccccc3)ccc21,6,-0.8,1,3,-1,-3,13,-21,-2.6%
CC(c1ccccc1)N1CC(C(=O)N2CCN(c3ccc(F)cc3)CC2)CC1=O (configuration not stated),0,0.6,12,1,7,-2,0,-12,1.4%
CCn1c(=O)c2cc(C(=O)NC3CCCCCC3)sc2c2ccccc21,nt,-0.2,nt,3,-4,0,3,1,1.1%
Cc1cccn2c(=O)c3cc(C(=O)NCC4CCCO4)c(=N)n(Cc4ccc(F)cc4)c3nc12 (configuration not stated),8,0.7,16,-14,-8,-2,2,7,?
Cc1ccc(S(=O)(=O)N2CCCC2C(=O)Nc2nc3c(s2)CCCC3)cc1 (configuration not stated),27,-0.5,-11,-6,-7,-6,1,-18,-1.4%
O=C(COc1ccc2oc3c(c2c1)CCCC3)Nc1ccc(Cl)cc1,nt,-0.1,nt,1,-30,-1,10,-2,?
COc1ccccc1/C=N/n1c(N)c(S(=O)(=O)c2cccs2)c2nc3ccccc3nc21,-2,0.3,-2,-2,-6,-3,0,-10,-1.3%
COc1ccccc1CN1CCN(Cc2ccc3ccccc3c2)CC1,68*,1.1,1,1,-28,-9,6,36,-2.4%
O=C(CSc1nnc(-c2ccc(Cl)cc2)o1)NNC(=O)c1ccncc1,4,0.9,nt,3,1,-7,1,0,-0.2%
Cc1nn(-c2ccc(N3CCOCC3)nn2)c(C)c1CCC(=O)NCc1ccc(F)cc1,11,-0.1,3,34*!,10&-13,-3&1,4&2,2&-3,-1.2%&0.1%
CC(C)COc1ccc(C(=O)N(Cc2ccco2)C2CCS(=O)(=O)C2)cc1 (configuration not stated),1,1.4,-5,10,-1,-2,6,-7,-0.6%
Cc1ccc(OCCC(=O)OCC(=O)NC(=O)NC2CCCC2)cc1,3,0.0,-19,9,5,0,2,2,1.2%
S=C(c1ccc(-c2ccc(Br)cc2)o1)N1CCOCC1,3,-0.6,-16,-3,11,2,3,1,3.8%
COC(=O)CNC(=O)c1ccccc1C,-25,-0.6,-1,7,19,6,2,-1,1.4%
CCC(=O)NCc1ccc(-c2nc3ncccc3o2)cc1,-12,1.0,-1,-5,-4,-7,3,-10,14%
Cc1ccc(N(CC(O)CN2CCCCC2)S(=O)(=O)c2ccccc2)cc1 (configuration not stated),-9,0.8,15,-2,-8,4,4,-17,2.4%
CC(=O)c1cccc(NC(=O)CN(C2CCCCC2)S(C)(=O)=O)c1,0,-2.0,-7,13,11,-6,7,-18,0.7%
O=C(CSc1nnc(-c2ccncc2)o1)Nc1ccccc1C(F)(F)F,8,1.4,-6,6,-13,-8,0,14,0.4%
O=c1c(C(c2ccccc2)c2c(O)nc3n(c2=O)CCS3)c(O)nc2n1CCS2,nt,nt,10,-7,nt,-4,2,-6,15%
CCOC(=O)c1ccc2c(c1)N(Cc1cccc(C(F)(F)F)c1)C(=O)c1ccccc1S2(=O)=O,nt,0.4,-6,3,-2,-1,9,-51*,-1.3%
O=C(CCC(=O)Nc1ccccc1)NNC(=O)COc1ccccc1,0,-0.7,0,9,-2,1,1,0,5.6%
COc1ccc(Cc2nnc(SCC(=O)c3cccc([N+](=O)[O-])c3)n2C)cc1,15,0.1,-3,-6,-4,-5,0,-2,0.9%
CCN(CC(=O)NCc1ccc(Cl)cc1)C(=O)c1cc(S(=O)(=O)NCc2ccccc2)ccc1C,nt,nt,-9,-6,nt,1,8,19,-0.9%
Cc1ccccc1C(=O)c1cccn1CC(=O)NCCCN1CC(C)CC(C)C1 (configuration not stated),-17,0.3,-3,-2,4,-4,5,15,-3.8%
Cc1nccn1Cc1ccccc1,0,-0.3,nt,-3,-2,10,3,-6,-0.5%
COc1cccc2cc(-c3nc(Nc4cccc(C)c4)sc3C)c(=O)oc12,nt,-0.1,-11,-3,-3,-2,3,9,-0.2%
CN1CCN(c2ccc(NC(=O)c3ccc4c(c3)OCCO4)cc2)CC1,1,-0.1,-20,4,5,-4,1,-3,-0.8%
C=CCn1c(=S)[nH]c2ccc(Br)cc2c1=O,10,-0.1,?,-5,-4,-1,-1,2,2.1%
CCCCN1C(=O)CCC(C(=O)O)C1c1ccc(OC)cc1 (configuration not stated),-4,-0.4,1,3,-4,-1,3,1,0.6%
CCCS(=O)(=O)c1c(S(=O)(=O)CCC)c2c3ccccc3ccn2c1C(=O)OC,5,-1.6,-4,2,-8,-4,1,-11,-0.6%
COc1cc(OC)cc(C(=O)Nc2ncn[nH]2)c1,10,-0.2,nt,1,2,1,-1,10,2.9%
Cc1cc2c(cc1S(=O)(=O)Nc1ccc(C(C)C)cc1)OCCN2C,nt,0.1,-32,-2,5,-3,1,10,6.3%
Cc1ccc2nc(N3C(=O)C(O)=C(C(=O)c4ccco4)C3c3ccc(O)cc3)sc2c1 (configuration not stated),-17,0.0,nt,22,-8,-2,8,-4,17%
COc1cccc(NC(=O)C2CCCCC2)c1,-63,0.5,4,4,0,-3,-1,0,-2.0%
CCOc1ccccc1CNC(=O)c1ccc2c(c1)sc1nc(-c3cccc(OC)c3)cn12,nt,0.8,15,-1,4,-2,1,-13,6.3%
CCn1cc(C(=O)N2CCN(c3ccccn3)CC2)c2cc(OC)c(OC)cc2c1=O,-19,1.8,-3,5,7,2,0,6,1.5%
c1cncc(-c2cnc3ccccc3c2)c1,-9,0.3,nt,5,-12,0,-4,nt,0.3%
O=c1c2ccccc2nc(-c2ccc(Cl)cc2)n1CCCOc1ccccc1F,nt,1.0,-5,2,-4,-2,-1,-3,16%
Cc1nn2c(C(F)(F)F)cc(-c3ccc(OC(C)C)cc3)nc2c1C#N,nt,0.4,-10,6,-3,-4,0,2,14%
COc1cc(CN(C)CC2CCCN(CCc3ccccc3F)C2)cc(Cl)c1OC (configuration not stated),-38,0.4,-19,-5,-19,-5,1,2,-0.9%
Nc1ccccc1-c1nnn(CC(=O)Nc2ccc3c(c2)OCCO3)n1,20,0.1,-6,-1,-8,0,8,-3,3.5%
O=C(CCCSc1nc2ccccc2[nH]1)NCc1ccccc1F,10,0.1,-15,-5,1,-3,-1,7,-1.8%
Cn1c(SCc2cc(=O)[nH]c3ccccc23)nnc1-c1ccc(Br)cc1,-14,-2.0,-4,-2,-3,5,1,-3,-1.0%
CCOC(=O)c1sc(NC(=O)COC(=O)Cn2cnc3ccccc32)c(C(=O)OCC)c1C,-8,0.4,11,5,20,-9,0,3,-2.4%
O=C(CSc1ncn[nH]1)c1ccco1,-15,1.0,-1,-3,-3,-5,1,0,1.2%
CCN(CC)C(=O)c1cn(CCC#N)nc1-c1ccc2c(c1)OCCO2,1,0.4,3,0,-1,-5,0,-7,3.4%
COc1ccc(Oc2nc(C)cc(C)c2C#N)cc1,-20,-1.2,3,-2,0,-4,0,4,-0.7%
COC(=O)/C=C1\N/C(=N\c2nc(C)cc(C)n2)N(c2ccc(Cl)cc2)C1=O,-30,0.5,10,-3,2,2,0,6,1.3%

# Only part of the results is shown, so the mix of outcomes need not match the whole.
